Screening data (PubChem)
Epigenetic derep = regulators of epigenetic silencing causing reporter derepression in mouse cells. murine LDR cells, GFP reporter derepression, 30 h. Potency, µM (doses to about 53.9 µM), inactives show at the top dose GFP activation, usual class: activators. 0.2% of 280,000 active; note: potency is the fitted concentration of half-maximal effect; % of control where 0% means no effect; nearly all actives have a fitted effect of over 60% in size
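In this reporter-derepression format, murine cells bearing a silenced integrated CMV-GFP locus incubate with test compound (30 h, 37 C), then are washed and imaged; fluorescent objects of 20–120 um count as induced cells.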
CBFb RUNX1 block = blocks binding between human CBF-beta and RUNX1; AlphaScreen CBFb-His/RUNX1-biotin binding, biochemical; Potency, µM (highest dose often 59.8 µM), for inactives: at the top dose activity, negative = inhibition, usual class: inhibitors; 230,000 tested, under 10 active; AID 1477; note: % of control where 0% means no effect
Target sequence (Q01196 whole entry, looked up): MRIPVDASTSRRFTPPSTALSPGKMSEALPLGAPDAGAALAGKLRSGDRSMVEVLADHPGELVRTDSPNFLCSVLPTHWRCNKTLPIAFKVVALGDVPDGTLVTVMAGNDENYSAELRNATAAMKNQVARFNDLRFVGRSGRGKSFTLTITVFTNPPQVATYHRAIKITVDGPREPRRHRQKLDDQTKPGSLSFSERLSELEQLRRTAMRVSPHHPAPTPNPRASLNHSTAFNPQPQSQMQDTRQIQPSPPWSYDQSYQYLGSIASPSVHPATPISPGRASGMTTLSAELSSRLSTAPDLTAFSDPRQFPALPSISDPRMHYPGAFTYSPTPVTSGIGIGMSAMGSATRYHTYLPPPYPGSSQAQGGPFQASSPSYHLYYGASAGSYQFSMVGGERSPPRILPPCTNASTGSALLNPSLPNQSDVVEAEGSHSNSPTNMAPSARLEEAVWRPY
Target sequence (Q13951 whole entry, looked up): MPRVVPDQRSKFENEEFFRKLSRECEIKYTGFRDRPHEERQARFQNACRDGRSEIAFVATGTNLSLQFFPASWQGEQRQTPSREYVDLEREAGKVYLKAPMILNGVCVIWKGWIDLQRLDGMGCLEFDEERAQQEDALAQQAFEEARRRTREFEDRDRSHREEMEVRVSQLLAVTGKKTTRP
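AlphaScreen binding: CBFb-His and RUNX1-biotin (30 nM each) preincubated 20 min, compound added for 15 min, then nickel and streptavidin beads for 90 min, all at room temperature. Disruption of the interaction by any mechanism counts as activity.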
L3MBTL1 inh = L3MBTL1 (human) inhibition | AID 485360 | Q9Y468 | 0.66% of 230,000 active | AlphaScreen L3MBTL1–H3K9me1 peptide binding | Potency, µM (titrated, usually from 57.1 µM), inactives show top-dose activity, negative = inhibition, usual class: inhibitors; note: potency is the fitted concentration of half-maximal effect; % is set by controls: 0 for no effect and ±100 for the full control effect; nearly all actives have a fitted effect of over 60% in size
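AlphaScreen proximity signal between nickel-chelate acceptor and streptavidin donor beads (final 10 ug/mL) reports binding of 50 nM L3MBTL1 to 75 nM biotin-H3 K9me1 peptide; complex incubated with compounds 30 min at room temperature; cefsulodin titration as control.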
HTT aggregate = mutant huntingtin aggregation inhibition. AID 1688. Potency, µM (series often up to 46.1 µM), without a hit: top-dose activity change, negative = inhibition, most hits filed as inhibitors. 1.1% of 220,000 active. PC12 HttQ103-GFP aggregates, Acumen cytometry, 40 h; note: potency is the fitted concentration of half-maximal effect; % is set by controls: 0 for no effect and ±100 for the full control effect; nearly all actives have a fitted effect of over 60% in size
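PC12 cells with ecdysone-inducible HTT exon1 Q103-GFP, induced by 100 nM tebufenozide, given compounds in a concentration series. GFP aggregates (1–25 um, 6 SD above background) counted in lysates by laser-scanning cytometry, 488 nm excitation.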
NPSR antagonist = antagonists of human neuropeptide S receptor cAMP signaling; Q6W5P4; CHO-NPSR cells, cAMP TR-FRET, antagonist mode; Potency, µM (series often up to 38.3 µM), without a hit: at the top dose activity change, negative = inhibition, actives largely listed as inhibitors; 1% of 220,000 active; note: potency is the fitted concentration of half-maximal effect; % is set by controls: 0 for no effect and ±100 for the full control effect; nearly all actives have a fitted effect of over 50% in size; many of its hits are not listed in these tables
Target sequence (Q6W5P4 whole entry, looked up): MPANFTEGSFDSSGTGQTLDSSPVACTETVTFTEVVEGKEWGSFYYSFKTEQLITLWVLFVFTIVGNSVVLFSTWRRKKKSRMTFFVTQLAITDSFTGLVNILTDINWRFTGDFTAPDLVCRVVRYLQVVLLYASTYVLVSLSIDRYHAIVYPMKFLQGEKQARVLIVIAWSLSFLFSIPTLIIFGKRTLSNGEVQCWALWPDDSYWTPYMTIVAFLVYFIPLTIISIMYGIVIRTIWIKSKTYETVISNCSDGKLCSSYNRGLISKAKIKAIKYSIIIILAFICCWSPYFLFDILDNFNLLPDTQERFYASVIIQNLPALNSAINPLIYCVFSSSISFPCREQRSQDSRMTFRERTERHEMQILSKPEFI
IMPase Li inh = cell-permeable IMPase inhibitors with lithium potentiation | CHO-M1 cells, IP1 TR-FRET (IP-One), carbachol + lithium | Potency, µM (series often up to 59.4 µM), without a hit: top-dose activity, negative = IMPase inhibition, actives largely listed as inhibitors | 0.35% of 210,000 active;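 note: IP1 builds up when IMPase is blocked and the TR-FRET signal falls; potency is the fitted concentration of half-maximal effect; plate controls were basal vehicle for no effect and high inhibitor control for full effect; nearly all actives have a fitted effect of over 50% in size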
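CHO cells stably expressing M1 receptor (2000/well) were cultured 16–30 h, then exposed to compounds with a small lithium addition for 30 min at 37C. IP1 was measured by TR-FRET competition; AC50 from Hill fits.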
Luc counter = Kinase-Glo luciferase inhibition (counter-screen). Q27757. Kinase-Glo luciferase, ATP luminescence, 8 min. Potency, µM (titrated, usually from 38.3 µM), inactives show top-dose activity change, negative = inhibition, hits mostly inhibitors. 0.28% of 200,000 active; note: potency is the fitted concentration of half-maximal effect; % is set by controls: 0 for no effect and ±100 for the full control effect; nearly all actives have a fitted effect of over 60% in size
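Light output from Kinase-Glo luciferase with luciferin and 10 uM ATP in 50 mM imidazole pH 7.2, KCl, MgCl2, Tween 20, BSA; compound pin-delivered, 8-min ambient incubation, then luminescence read.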
* hit, by the source's call; u = inconclusive; x = no result given; [ ] = another dose, or the depositor's remark. Calls come from the whole dose curve; as a rule, active = well fitted curve in the direction sought with a large enough effect; inconclusive = small, poorly fitted or top-dose-only effect, or another doubt; inactive = no such curve, though single readings can be large; an effect the other way counts as inactive or inconclusive. The list is partial, so the mix of outcomes need not match the whole.

SMILES | Epigenetic derep | CBFb RUNX1 block | L3MBTL1 inh | HTT aggregate | NPSR antagonist | IMPase Li inh | Luc counter
O=C1C(=O)N(c2ccccc2)C(c2ccccc2[N+](=O)[O-])/C1=C(\O)c1ccccc1 (stereo unspecified) | -5.4% | 2% | -4% | 5%[9.22 µM] | 26% | 4% | 3%
O=C(CSc1ncnc2scc(-c3ccccc3)c12)NCc1ccc2c(c1)OCO2 | 1.0% | -2% | -8% | -21% | -14% | 6% | -5%
CCOC(=O)C1(Cc2ccccc2C(F)(F)F)CCN(C2CCCC2)CC1 | 0.0% | 3% | 12% | 2%[9.22 µM] | -12% | 0% | -1%
O=c1oc2ccccc2cc1-c1nc(-c2cccs2)cs1 | 1.6% | u | x | -16% | -20%[46.1 µM] | 34%[38.3 µM] | 17%
NC(=O)c1ccc(NC(=O)CCCc2nc(-c3ccccc3Cl)no2)cc1 | -0.7% | 6% | -20% | 2% | 3%[46.1 µM] | -2%[38.3 µM] | -2%
O=S(=O)(Cc1ccc(Cl)cc1)NCC1CCCO1 (stereo unspecified) | -4.6% | 11% | 2% | 7% | 2%[46.1 µM] | 17% | -1%
O=C(Oc1cccccc1=O)c1ccccc1 | u | -3% | 7% | 4%[9.22 µM] | -12% | 0% | 0%
COc1ccc(C)cc1N=Nc1ccc(O)c2ncccc12 | 1.1% | u | x | u | -6% | 4% | -5%
CCOC(=O)c1cnc(SC)nc1Sc1cc(Cl)ccc1Cl | -2.5% | -7% | -9% | -1% | -27%[46.1 µM] | 15%[38.3 µM] | 1%
Cn1c(SCc2nc(-c3ccccc3)no2)nnc1-c1cccs1 | -1.0% | 1% | 11% | -3% | -8%[46.1 µM] | -6% | 0%
CC(C)Cc1cc(C(=O)N2CCC(N3CCC(C(=O)NC4CC4)CC3)CC2)n[nH]1 | -0.1% | 1% | 0% | 9%[9.22 µM] | 28% | 17% | 0%
CN(C)S(=O)(=O)c1ccc(C(=O)NCCOc2ccccc2)cc1 | -1.1% | 3% | 7% | -22% | -12%[46.1 µM] | 4%[38.3 µM] | 3%
O=C(CN1CCOCC1)N1CCN(c2ccc([N+](=O)[O-])cc2)CC1 | 0.0% | -4% | -5% | -4%[9.22 µM] | -6% | -2% | -3%
O=C(NCC1CCCO1)C(=O)N/N=C/c1ccc(O)c(Cl)c1 (stereo unspecified) | -0.3% | 3% | 3% | 16%[9.22 µM] | -12%[7.67 µM] | x | x
COc1cccc(C(=O)N(C)c2nnc(-c3ccncc3)s2)c1 | 0.1% | 5% | 2% | -22% | -11%[46.1 µM] | -7%[38.3 µM] | 0%
Cc1cc(NC(=O)CSc2nc3ccccc3n2CCC#N)no1 | u | -5% | 0% | 20% | 7% | -3% | 5%
CC(=O)NS(=O)(=O)c1ccc(NC(=O)c2cccc(S(=O)(=O)N3CCc4ccccc43)c2)cc1 | -1.6% | -6% | -9% | -14% | -1% | -1% | -1%
Cc1ccc(NC(=O)CN2C(=O)N/C(=C\c3cccnc3)C2=O)cc1 | 0.2% | 4% | 24% | -9% | 3% | 0% | -3%
CC(C)(C)OC(=O)N1CCC[C@H]1c1nnc(SCc2c(F)cccc2Cl)o1 | -0.7% | 4% | 1% | -27% | -12%[46.1 µM] | -5%[38.3 µM] | -3%
CN(c1cccc(NC(=O)CN(c2ccc(F)cc2)S(C)(=O)=O)c1)S(C)(=O)=O | 1.5% | 9% | 2% | -2% | 5% | 7% | 8%
O=C(NC1CCCCCC1)C1CCN(S(=O)(=O)c2ccccc2)CC1 | 0.0% | -2% | -11%[11.4 µM] | 5% | 7%[46.1 µM] | 11%[38.3 µM] | 1%
CC(C)(C)S(=O)(=O)c1nc2ccccc2s1 | -1.2% | 2% | 8% | -4% | 3%[46.1 µM] | -2%[38.3 µM] | 1%
CC1CCCCC1NC(=O)CN1C(=O)CSc2cc(S(=O)(=O)N3CCCCCC3)ccc21 (stereo unspecified) | -2.2% | 8% | 2% | 20% | -41% | 1% | 2%
c1ccc(Cc2nn3c(-c4ccncc4)nnc3s2)cc1 | -0.8% | 4% | -1% | u | -11%[46.1 µM] | -5%[38.3 µM] | 0%
CCc1ccc(CCC(=O)Nc2nnc(C)s2)o1 | 0.1% | 9% | -2% | u | -12%[46.1 µM] | 13%[38.3 µM] | 2%

(listing goes on)
SMILES | Epigenetic derep | CBFb RUNX1 block | L3MBTL1 inh | HTT aggregate | NPSR antagonist | IMPase Li inh | Luc counter
CC1(C)CC(=O)C(C=NCc2ccc3c(c2)OCO3)=C(O)C1 | 0.9% | 2% | 6% | 4% | -8%[46.1 µM] | 7%[38.3 µM] | -5%
COC(=O)CSc1nnc(-c2ccccn2)n1N | 1.3% | u | u | -7%[9.22 µM] | u | x | x
Cc1cc(C(=O)Nc2c(C)n(C)n(-c3ccccc3)c2=O)on1 | 0.7% | -2% | x | 8% | -6%[46.1 µM] | 1%[38.3 µM] | -3%
COC(=O)/C=C1/C(=O)N/C(=N\c2nc(C)cc(C)n2)N1c1ccc(OC)cc1 | 1.5% | 10% | 4% | 26% | 2% | -6% | 0%
Cc1nc2ccc(S(=O)(=O)NCC(=O)N3CCOCC3)cc2s1 | 3.2% | 0% | -9% | 11% | 11%[46.1 µM] | -9%[38.3 µM] | 0%
OCCN(Cc1ccccc1)Cc1cccc(Cl)c1Cl | -1.6% | 2% | 0% | 4% | -18%[46.1 µM] | 15%[38.3 µM] | -10%
O=C(NNC(=O)c1ccccc1O)c1ccco1 | 0.8% | 8% | x | -28% | 9% | -5% | -3%
COc1ccc(N2C(=O)C3CC(C)=C(C)CC3C2=O)c(OC)c1 (stereo unspecified) | -4.5% | 0% | x | 10% | -11%[46.1 µM] | -12%[38.3 µM] | 3%
CCCC(=O)NC(c1ccco1)c1c(O)ccc2ccccc12 (stereo unspecified) | -8.3% | -5% | -2% | 1% | -22%[46.1 µM] | 14% | 2%
CCN(c1cccc(C)c1)S(=O)(=O)c1c(C)[nH]c(=O)[nH]c1=O | 0.0% | 5% | x | -3% | 2%[46.1 µM] | 11%[38.3 µM] | -2%
CCOC(=O)C1CCN(C(=O)CSc2ccc(Br)cc2)CC1 | -1.9%[10.1 µM] | 5% | 4% | 7%[9.22 µM] | 3% | 2% | 4%
CNc1nc(Cl)c(SC)c(NC2CCCCC2)n1 | 3.1% | 1% | -5% | -9% | -52% | 6% | 0%
CCNC(=O)N1CCNC(=O)C1CC(=O)Nc1ccc(C(=O)OCC)cc1 (stereo unspecified) | -0.4% | 2% | x | -10% | 3%[46.1 µM] | -15%[38.3 µM] | -7%
COc1cccc(CN2CCNC(=O)C2CC(=O)NCc2cn3ccc(C)cc3n2)c1OC (stereo unspecified) | 1.1% | 5% | 1% | 3%[9.22 µM] | 19% | x | x
COc1ccc(Nc2oc(COc3cccc(C)c3)nc2C#N)cc1 | -1.1% | -12% | -21% | -21% | -13%[46.1 µM] | 39%[activator][38.3 µM] | -2%
Cc1cccc(C(=O)NC(=S)Nc2ccccc2C(F)(F)F)c1 | 0.0% | 1% | -8% | 2% | u | 6% | -2%
Cc1cnc(C)c(N2CCC(C(=O)NCc3ccco3)CC2)n1 | 0.3% | 0% | -4% | -8% | -1%[7.67 µM] | 7%[38.3 µM] | -3%
Nc1nc(CN2CCN(C(c3ccccc3)c3ccccc3)CC2)nc(Nc2ccccc2)n1 | 6.9% | -17% | x | 14%[9.22 µM] | -54% | x | x
Cc1cccc(C)c1NC(=O)N1CCCCCCC1 | -6.3% | 7% | x | 3% | 3% | -3% | 1%
COc1cccc(-c2ccc(=O)n(CC(=O)NCCN3CCOCC3)n2)c1 | -2.0% | 2% | -18% | 0% | -4%[46.1 µM] | -6% | 0%
Cc1ccc(S(=O)(=O)NCC(=O)N(CC(=O)NCC2CCCO2)C2CCCC2)cc1 (stereo unspecified) | -1.6% | -3% | 0% | 13% | -22%[46.1 µM] | 3%[38.3 µM] | -3%
S=c1[nH]ccn1-c1c(Cl)cccc1Cl | -1.3% | -1% | 3% | 3%[9.22 µM] | -13% | x | x
CC(C)(C)c1ccc(/C=C/C(=O)Nc2ccc3c(c2)OCCO3)cc1 | 2.9% | -2% | x | x | x | 6% | -1%
CC1CCCN(C(=S)NCc2ccccc2)C1 (stereo unspecified) | 1.3% | 6% | 2% | 3% | 8% | 2% | 3%
Cc1c(NC(=O)C(C)OC(=O)/C=C/c2ccc3c(c2)OCO3)c(=O)n(-c2ccccc2)n1C (stereo unspecified) | 2.9% | 5% | x | 7% | 9% | -7% | -2%

Further results follow.
SMILES | Epigenetic derep | CBFb RUNX1 block | L3MBTL1 inh | HTT aggregate | NPSR antagonist | IMPase Li inh | Luc counter
O=C(Nc1cccc(-c2nc3ccccc3c(=O)o2)c1)c1ccccc1 | 2.2% | -8% | x | -14% | 2% | 3% | 1%
CCOC(=O)n1c(=O)n(Cc2ccccc2C)c2ccccc21 | 3.7% | -1% | -1% | 2% | -1% | u | -2%
Cn1cnnc1SCC(=O)NCc1cccc(C(F)(F)F)c1 | -1.1% | 6% | 6% | -22% | -4%[46.1 µM] | 8% | 0%
COc1cccc(C(=O)O/N=C(\N)Cc2ccc(Cl)cc2)c1 | -1.0% | 20% | 21% | -7% | 8% | 3% | 3%
COc1ccc(Cc2nnc(NC(=O)c3cccc([N+](=O)[O-])c3C)s2)cc1 | -1.2% | 5% | 2% | 28% | -9%[46.1 µM] | -7%[38.3 µM] | -5%
CCCCC(=O)Nc1cccc(C(=O)Nc2ccccc2C(=O)O)c1 | 0.0% | -19% | 7% | 15%[9.22 µM] | -1% | 3% | -4%
CCOc1ncccc1C(=O)Nc1ccc(S(=O)(=O)NC2=NCCCCC2)cc1 | 7.7% | -4% | 6% | 3% | 11% | 1% | -2%

Profiles, looked up by structure. Order of screens: Epigenetic derep, CBFb RUNX1 block, L3MBTL1 inh, HTT aggregate, NPSR antagonist, IMPase Li inh, Luc counter
CC(C)(C)S(=O)(=O)c1nc2ccccc2s1 as listed: -1.2%, 2%, 8%, -4%, 3%[46.1 µM], -2%[38.3 µM], 1%
CC1(C)CC(=O)C(C=NCc2ccc3c(c2)OCO3)=C(O)C1 as listed: 0.9%, 2%, 6%, 4%, -8%[46.1 µM], 7%[38.3 µM], -5%
Cc1ccc(NC(=O)CN2C(=O)N/C(=C\c3cccnc3)C2=O)cc1 as listed: 0.2%, 4%, 24%, -9%, 3%, 0%, -3%
COC(=O)/C=C1/C(=O)N/C(=N\c2nc(C)cc(C)n2)N1c1ccc(OC)cc1 as listed: 1.5%, 10%, 4%, 26%, 2%, -6%, 0%
O=c1oc2ccccc2cc1-c1nc(-c2cccs2)cs1 as listed: 1.6%, u, x, -16%, -20%[46.1 µM], 34%[38.3 µM], 17%
